P. falciparum M1AAP: P. falciparum M1AAP inhibitors, biochemical, fluorogenic H-Leu-NHMec substrate, 1536-well (AID 1445); recombinant M1AAP, H-Leu-NHMec fluorogenic kinetic assay; higher % means a stronger effect; inhibition, % at 30 µM; hits with a dose series show IC50 in µM; 220,000 compounds, 0.42% hits;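 active = primary inhibition above the hit cutoff, then over 50% inhibition at one or more dose response concentrations, cut at about 23% in these data, passing the limit was not always enough; inconclusive = conflicting primary data, or primary hits not chosen for dose response; inactive = low primary inhibition, or under 50% at every dose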;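 note: plate controls were DMSO full reaction for no effect and no enzyme background for full effect; strong numbers were not always called active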
Dynein transport: blocks dynein driven cargo transport along microtubules; 3617.4 mouse cells, GR-EGFP nuclear translocation imaging; test concentration mostly 20 µM; stimulated with dexamethasone, 1 µM; active compounds read low; z-score, hits read low; 220,000 compounds, 0.47% hits; AID 1381;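 active = plate z-score of nuclear minus cytoplasmic receptor signal below a set negative limit, without overly bright fluorescence or cell loss, cut at about -3.5 in these data, passing the limit was not always enough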;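 note: z-score of nuclear minus cytoplasmic ring GR-EGFP intensity difference per well; some compounds called inactive have numbers as strong as hits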
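Buffer or medium: tet-free, stripped-serum medium; Also added: dexamethasone, 1.0 µM final; Technique: high-content fluorescence imaging after fixation; Times: 48 h induction, 1 h compound, 30 min dex at 37 °C; Read-out: per-cell GR-EGFP intensity, nucleus versus surrounding cytoplasmic ring, well-averaged.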
P. falciparum M17LAP: P. falciparum M17LAP inhibitors, primary screen, biochemical, fluorogenic H-Leu-NHMec substrate, 1536-well (AID 1619); inhibition, % at 30 µM; hits with a dose series show IC50 in µM; recombinant M17LAP, H-Leu-NHMec fluorogenic kinetic assay; higher % means a stronger effect; 220,000 compounds, 0.38% hits;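 active = compound inhibiting the enzyme by more than half at any dose during confirmatory dose-response retesting; inconclusive = strong single-dose inhibitors picked by rank but not retested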;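 note: plate controls were full reaction with DMSO carrier for no effect and no enzyme background for full effect; strong numbers were not always called active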
AID2073: inhibitors of Mint1-CaV2.2 protein interaction, biochemical, HTRF (AID 2073); 290,000 compounds, 0.19% hits; HTRF protein-protein interaction, Mint1-CaV2.2; higher % means a stronger effect; one-dose inhibition, % at 20 µM; IC50 in µM for titrated hits; in the data active = inhibition mostly above about 51%, no sharp cut-off; inconclusive = no clear call, values can overlap the other calls; inactive = mostly below about 53%; note: some results filed as inactive read as strong as hits
NOD2 inhibition: inhibition of NOD2-driven NF-kB reporter – cell-based, luminescence, uHTS, HEK293 (AID 1566); 290,000 compounds, 0.63% hits; one-dose inhibition, % at 4 µM; EC50 in µM for titrated hits; HEK293 NOD2/NF-kB luciferase reporter, luminescence; higher % means a stronger effect; note: many of its hits are not listed in these tables
GPR55 activation: selective activators of receptor GPR55 – imaging, U2OS cells, beta-arrestin-GFP redistribution, primary screen (AID 1961) | U2OS GPR55 beta-arrestin-GFP redistribution imaging; higher % means a stronger effect | one-dose activation, % at 10 µM; EC50 in µM for titrated hits | 290,000 compounds, 0.048% hits;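 active = activation above 40% with more than 50 cells counted in the well; inconclusive = wells holding fewer than 50 cells, flagged as toxic or sparse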;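 note: U2OS osteosarcoma cells stably expressing GPR55 and beta-arrestin-GFP; plate controls were DMSO negative control for no effect and LPI positive control for full effect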
KOR beta-arrestin-1: KOR agonists, beta-arrestin recruitment, primary screen, cell-based, luminescence, uHTS (AID 1777). KOR beta-arrestin recruitment, luminescence; higher % means a stronger effect. one-dose activation, % at 10 µM; EC50 in µM for titrated hits. 280,000 compounds, 0.02% hits; in the data active = activation above about 50%, passing the limit was not always enough; note: a part of the inactive calls stands beside numbers as strong as those of hits
KOR beta-arrestin-2: KOR antagonists, beta-arrestin recruitment, cell-based, luminescence, uHTS (AID 1778); KOR beta-arrestin recruitment, luminescence, antagonist mode; higher % means a stronger effect; inhibition, % at 10 µM, or IC50 in µM where a hit was titrated; 290,000 compounds, 0.091% hits; note: strong numbers were not always called active
NOD1 NF-kB reporter: inhibition of NOD1-driven NF-kB reporter – cell-based, luminescence, uHTS, primary screen (AID 1578). 290,000 compounds, 1% hits. NOD1-driven NF-kB luciferase reporter cells, luminescence; higher % means a stronger effect. inhibition, % at 4 µM, or EC50 in µM where a hit was titrated; in the data active = inhibition mostly above about 36%, no sharp cut-off; inactive = mostly below about 34%;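 note: HEK-293T reporter cells stimulated with the NOD1 agonist gamma-tri-DAP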
Dynein transport cytoplasmic EGFP: recorded beside Dynein transport, whose call it bears; z-score; measured here: cytoplasmic GR-EGFP intensity; active compounds read high
Dynein transport nuclear GR-EGFP: second read-out of Dynein transport, no call of its own (marks repeat the call); z-score; measured here: nuclear GR-EGFP intensity;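 lower value marks the stronger effect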
Dynein transport cell count: second read-out of Dynein transport, no call of its own (marks repeat the call); z-score; measured here: cell count per field
Active calls of the source: *; ? = inconclusive; / = not tested or not shown; [ ] = dose if it differs, or a comment. Cut-off read from the data, not from the text of the source, unless noted: active = inhibition above about 50%; inactive = the rest.

Order of values: KOR beta-arrestin-1, KOR beta-arrestin-2, Dynein transport cytoplasmic EGFP, GPR55 activation, AID2073, NOD2 inhibition, P. falciparum M17LAP, Dynein transport cell count, NOD1 NF-kB reporter, P. falciparum M1AAP, Dynein transport, Dynein transport nuclear GR-EGFP
Cn1c(=O)[nH]c(=O)c2c1nc(SCC(=O)O)n2Cc1ccccc1
→ -0.3%, -4%, /, -0.2%, -17%, 7%, /, /, 2%, /, /, /
O=C1C(=O)N(Cc2ccco2)C(c2cccs2)/C1=C(\O)c1cccc([N+](=O)[O-])c1 (stereo not drawn)
→ /, 15%, 0.084, 0.3%, -18%, 13%, 43%, 0.57, -1%, 8%, -0.2, -0.13
COc1cccc(C2CCCN2Cc2nc(CC3CC3)no2)c1 (stereo not drawn)
→ -0.8%, -6%, -0.29, -0.1%, 5%, 10%, 6%, 0.47, -42%, 3%, -0.59, -0.33
COc1ccc(-c2nnn(CC#N)n2)cc1OC
→ -4.0%, -16%, -0.13, -0.1%, 7%, 12%, 6%, 0.084, 3%, -1%, 0.042, 0.16
Cc1cc(C=O)c(C)n1-c1cc(C(F)(F)F)ccc1N1CCOCC1
→ 6.4%, 7%, -0.14, -0.2%, -12%, -18%, 2%, -0.98, -20%, 4%, 0.27, 0.21
CC(C)CNC(=O)c1cccc(NC(=O)c2ccco2)c1
→ /, -5%, -0.044, 0.1%, -3%, 9%, 7%, 0.59, -18%, -2%, -0.46, -0.33
CCOc1ccc(-n2c(SCC(=O)Nc3ccc4c(c3)OCO4)nc3c(c2=O)SCC3)cc1
→ -1.6%, -23%, /, 0.3%, 11%, 10%, /, /, -22%, /, /, /
NC(=O)CCN(Cc1ccccc1)S(=O)(=O)c1ccccc1
→ -1.8%, 13%, -0.21, -0.1%, -5%, 7%, -3%, 0.48, -3%, 2%, -0.45, 0.031
O=S1(=O)N=C(N=Nc2c(O)[nH]c3ccccc23)c2ccccc21
→ -4.0%, 32%, -0.14, -0.6%, 13%, 20%, 55%, 0.34, -7%, 16%, 0.4, 0.28
CC(=O)c1c(C)c(C)c2n1CCn1c(C)ccc1-2
→ 0.2%, 2%, -0.23, 0.3%, 6%, 22%, 9%, -0.61, 2%, 11%, -0.7, 0.041
COCCOC(=O)C1=C(C)NC(=O)NC1/C=C/c1ccccc1 (stereo not drawn)
→ -2.8%, 19%, -0.27, -0.3%, 17%, -8%, 0%, 0.62, -5%, -3%, -0.63, -0.15
Cc1ccc(-n2nc3cc(C)c(NC(=S)NC(=O)/C=C/c4ccco4)cc3n2)cc1
→ -3.3%, -2%, 0.11, 0.3%, ?, 16%, -5%, 1.7, -44%, 6%, -0.25, -0.019
Cc1ccc(-c2csc3ncn(Cc4ccc(C(=O)O)cc4)c(=O)c23)cc1C
→ 0.0%, -48%[20 µM], -0.22, -0.1%, 2%, -12%, 51%, 0.028, -19%, 33%, -0.19, 0.37
CS(=O)(=O)Cc1cccc(C(=O)NN(c2ccccc2)c2ccccc2)c1
→ -3.9%, -2%, /, -0.1%, 4%, 2%, /, /, 14%, /, /, /
CCCN1CCN(C(=O)C(C)n2nc(C)c3sc4ccccc4c3c2=O)CC1 (stereo not drawn)
→ -0.8%, -38%, /, -0.1%, 12%, -5%, /, /, -11%, /, /, /
Cc1ccc(-c2nn3c(C)nnc3s2)cc1NC(=O)c1ccc(Br)o1
→ -1.4%, 12%, 0.018, -0.1%, -3%, 12%, 3%, -0.22, -8%, 12%, 0.0052, 0.23
CCCCC(CCC(=O)Nc1ccc(C(=O)OC)cc1)C(=O)O (stereo not drawn)
→ -2.5%, 30%, -0.085, -0.1%, 0%, 10%, 16%, -0.11, -18%, 3%, -0.78, -0.91
O=C(Cn1c(=O)oc2cc(S(=O)(=O)N3CCCCC3)ccc21)N1CCc2ccccc21
→ 15%, -23%, 0.17, -0.1%, 4%, 7%, 1%, 0.78, -39%, 3%, -0.87, -0.17
O=C(CCCOc1ccccc1)Nc1ccccc1C(F)(F)F
→ -2.6%, 8%, -0.023, -0.2%, -8%, -2%, -18%, -1.5, -15%, -1%, 1.6, 0.57
NC(=O)C1CCN(C(=O)CSc2ncccn2)CC1
→ /, -3%[20 µM], -0.23, -0.1%, 7%, 7%, -7%, 0.46, -14%, 1%, -0.6, -0.029
CCc1ccc(N2C(=O)CC(c3ccc(F)cc3)C3=C2COC3=O)cc1 (stereo not drawn)
→ -1.5%, -2%, 3.4, 0.7%, -8%, 2%, 10%, -1.3, -32%, -9%, 0.47, 0.56
O=C(Nc1ccc(N2CCN(C(=O)c3ccc(Cl)cc3)CC2)cc1)c1cccs1
→ -7.8%, 22%, /, -0.1%, 11%, 9%, /, /, -29%, /, /, /
Cc1ccc(N(C)C(=O)C2CCCN2S(=O)(=O)c2cccc3nsnc23)cc1 (stereo not drawn)
→ 0.9%, 22%, -0.29, 0.3%, -2%, 5%, -6%, -0.06, 5%, -1%, -0.21, 0.32
O=C(N=C1SC2CS(=O)(=O)CC2N1c1ccc(Cl)cc1)C1CCCO1 (stereo not drawn)
→ 2.0%, -19%, /, -0.1%, 37%, -2%, /, /, -16%, /, /, /
CC(=O)Nc1ccc(/C(C)=N/NC(=O)c2ccc(F)cc2)cc1
→ 9.6%, -27%, -0.31, -0.2%, -3%, -7%, 25%, 0.84, -34%, 7%, -0.8, -0.67
COc1ccccc1N=c1oc2cc(O)ccc2cc1C(=O)NCC1CCCO1 (stereo not drawn)
→ 8.2%, -21%, -0.15, -0.2%, 2%, -8%, -30%, 0.13, -14%, 6%, -0.16, -0.069
CCCC(C(=O)NCCC(C)C)N(Cc1ccc(OC)cc1)C(=O)c1snc(C(N)=O)c1N (stereo not drawn)
→ 7.2%, -37%[20 µM], /, -0.1%, 13%, -2%, /, /, 28%, /, /, /
CC(=O)NCC1CCN(C(=O)C2CCC(=O)N(CCc3cccc(F)c3)C2)CC1 (stereo not drawn)
→ 1.3%, 17%, /, -0.1%, 15%, 13%, /, /, -1%, /, /, /
CCOC(=O)CCNC(=O)N1CCCC(N2CCN(c3ccc(OC)cc3)CC2)C1 (stereo not drawn)
→ -3.8%, 2%[20 µM], /, -0.1%, -2%, -8%, /, /, -27%, /, /, /
O=C(Nc1nc2ccccc2n1CCN1CCCC1)C1CCCCC1
→ /, /, -0.22, 0.6%, -6%, -2%, 5%, -0.72, 5%, 5%, 1.6, 0.94
CC(=O)Oc1cc(O)c2c(c1)OC(c1ccc(OC(C)=O)c(OC(C)=O)c1)C(OC(C)=O)C2=O (stereo not drawn)
→ -1.2%, 14%, /, 0.6%, 9%, 19%, /, /, 10%, /, /, /
CC(C)n1c(-c2ccc(N(C)C)cc2)nc2ccccc21
→ 3.1%, -2%, -0.21, -0.1%, 4%, -70%, -26%, 1.1, -58%, 7%, -0.64, -0.29
COc1cccc(CNC(=O)Cn2nc(C)c([N+](=O)[O-])c2C)c1
→ 7.5%, -21%[20 µM], /, 0.5%, 6%, 14%, /, /, 5%, /, /, /
Cc1ccccc1-n1cc(CNC(=O)CCc2nnc(CCc3ccccc3)o2)cn1
→ /, 1%[20 µM], 0.063, 0.5%, 0%, 7%, /, -1.9, -29%, /, 1.8, 1.8
CN1CCc2c(sc(/N=C/c3cccs3)c2C(N)=O)C1
→ -4.7%, -34%, -0.16, -0.3%, -5%, 0%, -37%, 0.3, -17%, 6%, -0.57, -0.2
O=C(O)c1ccc(NCc2nc3ccccc3n2CCOc2ccccc2Cl)cc1
→ -0.6%, -11%, -0.32, -0.2%, -5%, 3%, 4%, 0.33, -32%, 3%, -0.45, -0.32
Cc1ccc2c(c1)c1nnc(SCC(=O)Nc3ccc(N(C)C)cc3)nc1n2CC(=O)O
→ 9.0%, 14%, /, -0.2%, -34%, 8%, /, /, 3%, /, /, /
Cc1ccc(NS(=O)(=O)c2ccc3c(c2)CC(=O)N3)cc1C
→ -0.7%, 25%[20 µM], /, 0.6%, -5%, 6%, /, /, -5%, /, /, /
Cc1cc(O)c(C(C)C)cc1N=Cc1cc([N+](=O)[O-])ccc1O
→ -6.1%, 2%, -0.21, 0.2%, 5%, 13%, 3%, -0.78, -8%, 14%, 3, 1.2
O=C(Nc1ccccc1Cl)Nn1cnnc1
→ 1.1%, 10%, /, -0.1%, 7%, -7%, /, /, -20%, /, /, /
CCN1CCN(S(=O)(=O)c2cccs2)CC1
→ 2.2%, -2%, -0.24, -0.1%, -4%, -1%, 2%, -0.28, -1%, -11%, 0.42, 0.32
COC(=O)c1cccc(Cn2c(Cl)c(/C=N/NC(=O)c3ccco3)sc2=O)c1
→ -0.7%, 8%, /, -0.2%, 8%, 5%, /, /, -1%, /, /, /
O=C(NCC1(c2ccccc2)CCCC1)c1ccccc1Br
→ -4.1%, 15%, -0.14, 0.0%, -12%, 8%, 6%, -1.8, 5%, 5%, 1.3, 1.2
Cc1cccc(C)c1NC(=O)N1CC=C(n2c(=O)[nH]c3ccccc32)CC1
→ -3.2%, 29%, -0.22, -0.1%, 4%, 23%, 5%, 0.68, 12%, 10%, -0.69, -0.17
COC(=O)CCCC(=O)NC1CCCN(C2Cc3ccccc3C2)C1 (stereo not drawn)
→ -1.5%, -7%[20 µM], /, -0.1%, 5%, -2%, /, /, -19%, /, /, /

Compound activity: PubChem, several laboratories

Only part of the results is shown (hit frequency here may not be typical).
